S1P4 antagonist: antagonists of human S1P4 receptor; O95977; S1P4-expressing cells, antagonist mode, reporter read-out; inhibition, % at 4.98 µM; actives 0.26% (n = 220,000); AID 1510; in the data active means inhibition above about 29%;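 further: 0% = wells stimulated with agonist and 100% = vehicle wells without agonist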
Target sequence (O95977 whole entry, looked up): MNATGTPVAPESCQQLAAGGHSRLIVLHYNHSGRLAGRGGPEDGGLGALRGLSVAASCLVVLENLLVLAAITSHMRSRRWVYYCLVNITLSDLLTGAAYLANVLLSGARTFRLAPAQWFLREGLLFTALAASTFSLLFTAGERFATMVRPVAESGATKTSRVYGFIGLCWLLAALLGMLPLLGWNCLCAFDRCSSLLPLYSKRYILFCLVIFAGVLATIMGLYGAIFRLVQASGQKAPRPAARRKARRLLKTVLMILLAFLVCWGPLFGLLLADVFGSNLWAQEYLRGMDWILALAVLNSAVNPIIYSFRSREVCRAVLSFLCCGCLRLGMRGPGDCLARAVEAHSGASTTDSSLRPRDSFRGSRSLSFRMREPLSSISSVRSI
S1P4 ag: activates the human S1P4 receptor; S1P4-expressing cell line, agonist reporter assay; activation, % at 4.98 µM; actives 0.35% (n = 220,000); AID 1509; in the data active means activation above about 11%;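 further: 0% = DMSO vehicle and 100% = reference agonist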
NPY2 pot ag: human NPY-Y2 potentiation or agonism, primary screen; P49146; cells expressing NPY-Y2, potentiator/agonist read-out; activation, % at 3.6 µM; actives 0.45% (n = 220,000); AID 1359; in the data active means activation above about 27%;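 further: cells stimulated with NPY near EC25 plus isoproterenol at EC100; 0% = vehicle plus submaximal agonist and 100% = vehicle plus saturating agonist; some results beyond the cut were filed as inactive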
eIF4E 4G PPI: blocks eIF4E binding to eIF4G; TR-FRET eIF4E-eIF4GI(517-606) binding, 2 h; inhibition, % at 21.7 µM; actives 0.37% (n = 220,000); P63073+Q04637;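 active means inhibition above about 30%, limit read from the data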;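 further: 0% = full FRET control wells and 100% = background wells lacking eIF4GI fragment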
PERK inhibitor: blocks human PERK kinase; Q9NZJ5; CHO PERK-DD fusion, SEAP luminescence translation reporter; inhibition, % at 5.6 µM; actives 0.17% (n = 220,000);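 active means inhibition above the mean inhibition of all tested compounds plus 3 SD, set separately per screening campaign, cut at about 2.9% in these data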;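 further: PERK kinase domain activated by AP20187 dimerizer at 100 nM; 0% = DMSO with dimerizer and 100% = rapamycin at 8.4 µM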
MDM2 E3 inh: Mdm2 E3 ligase (human) inhibition. Q00987. cell-based MDM2 ubiquitination luciferase reporter, 2 h; 0 = plate control, 100 = twice control, blank-subtracted. signal enhancement, % at 5 µM. actives 0.11% (n = 210,000). AID 1230;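 active means signal enhancement of 30% or more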;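 further: luminescence tracks abundance of the self-degrading MDM2-luciferase fusion protein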
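test system = mammalian cells stably expressing self-ubiquitinating, self-degrading MDM2 E3–luciferase fusion | quantity = 2000 cells/well | incubation = cell settling 4 h, compound treatment 2 h, both 37 °C | signal = luminescence with SteadyLite reagent, 15 min at room temperature | evaluation = % enhancement relative to plate controls after blank subtraction | benchmarks = plate controls and plate blanks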
Ba/F3 V617F tox: loss of viability in JAK2V617F-driven Ba/F3 cells; Ba/F3 EpoR-JAK2V617F viability, ATP luminescence; inhibition, % at 5.6 µM; actives 1.1% (n = 220,000); AID 1446;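 active means inhibition above the campaign mean plus 3 SD over all tested compounds, cut at about 24% in these data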;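 further: cytokine-independent growth of Ba/F3 cells driven by EpoR plus mutant JAK2; 0% = DMSO-treated cells and 100% = JAK inhibitor I control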
Wee1 degr inh: inhibitors of human Wee1 degradation; reporter increase, % at 5 µM; HeLa Luc-Wee1K328M stability, luciferase luminescence; 100% = proteasome inhibitor MG132 effect; AID 1321; actives 1.2% (n = 220,000); P30291;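 active means activation above the mean of all tested compounds plus 3 SD, set per screening run, cut at about 8.8% in these data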;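 further: cells exposed to compound for 20 h before luminescence read; 0% = DMSO alone and 100% = MG132 at 30 µM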
Target sequence (P30291 whole entry K328M): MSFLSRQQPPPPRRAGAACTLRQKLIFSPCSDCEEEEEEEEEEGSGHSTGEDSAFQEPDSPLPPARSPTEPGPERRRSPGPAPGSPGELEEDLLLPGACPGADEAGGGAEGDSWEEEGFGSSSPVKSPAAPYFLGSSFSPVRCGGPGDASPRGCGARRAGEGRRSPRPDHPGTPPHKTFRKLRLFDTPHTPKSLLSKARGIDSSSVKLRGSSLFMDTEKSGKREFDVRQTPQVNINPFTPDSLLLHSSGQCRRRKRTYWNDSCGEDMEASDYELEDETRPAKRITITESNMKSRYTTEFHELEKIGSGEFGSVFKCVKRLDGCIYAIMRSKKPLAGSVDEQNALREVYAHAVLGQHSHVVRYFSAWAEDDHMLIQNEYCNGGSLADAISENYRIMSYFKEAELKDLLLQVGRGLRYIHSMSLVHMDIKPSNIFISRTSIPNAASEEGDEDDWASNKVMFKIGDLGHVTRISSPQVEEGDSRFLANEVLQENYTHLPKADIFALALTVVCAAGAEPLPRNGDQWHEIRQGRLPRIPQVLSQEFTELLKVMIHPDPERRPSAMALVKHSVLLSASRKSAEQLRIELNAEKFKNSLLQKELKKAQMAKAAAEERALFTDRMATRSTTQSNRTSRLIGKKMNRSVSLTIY
BaF3 parental: parental Ba/F3 viability inhibition as JAK2V617F counter-screen | inhibition, % at 5.6 µM | CellTiter-Glo ATP luminescence | actives 1.1% (n = 220,000);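 active means inhibition above a per-campaign cutoff, the mean inhibition of all tested compounds plus 3 SD, cut at about 27% in these data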;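 further: 0% = DMSO wells and 100% = JAK Inhibitor I control wells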
* hit, by the source's call; · = no result given; [ ] = remark or other dose.

1: CC(NC(=O)C1CCCN(S(=O)(=O)c2cccc3nonc23)C1)c1ccccc1 (stereo not drawn)
2: CC1CC1C(=O)OCC(=O)NCc1ccc(Cl)cc1 (stereo not drawn)
3: CCN(CC)C(=S)SCC(=O)c1ccc(F)cc1
4: CCCOc1cc(N(CC)CC)ccc1/C=C(/C#N)c1nc2ccc(C)cc2[nH]1
5: COc1ccc2c(c1)[nH]c1c(=O)n(N)cnc12
6: Nc1ccc(C(=O)OCc2csc(-c3ccccc3)n2)cc1[N+](=O)[O-]
7: C=CCN(CC=C)S(=O)(=O)c1ccc(C(=O)Nc2sc3c(c2C(N)=O)CCCCC3)cc1
8: Cc1ccccc1C(=O)c1c[nH]c(C(=O)NCc2cccs2)c1
screen / no.	1	2	3	4	5	6	7	8
S1P4 antagonist	-2	-8	-5	3	-1	-4	1	-1
S1P4 ag	-1.5	0.4	-1.7	-1.9	-1.4	0.3	-1.2	-0.6
NPY2 pot ag	-2	-19	0	27	-3	-9	-2	15
eIF4E 4G PPI	-1	-3	3	1	1[fluorescence artefact?]	7[fluorescence artefact?]	2	-2
PERK inhibitor	-0.6	0.4	1.1	-1.0	0.4	1.2	0.2	-0.7
MDM2 E3 inh	-7	6	-8	16	·	-1	·	-12
Ba/F3 V617F tox	-3	1	1	5	7	-2	-2	-5
Wee1 degr inh	0	1	3	3	2	3	-1	0
BaF3 parental	4	3	8	6	12	2	4	-3

9: CCSc1nnc(NC(=O)CSc2nnc(CNC(=O)c3cc(OC)c(OC)c(OC)c3)o2)s1
10: Cc1cc(-c2nn(C)c(=O)c3ccccc23)ccc1CNC(=O)NC1CCCCC1
11: c1ccc(CSc2nnc3c(n2)OC(c2ccco2)Nc2ccccc2-3)cc1 (stereo not drawn)
12: CCCC(CCC(=O)Nc1cc([N+](=O)[O-])ccc1O)C(=O)O (stereo not drawn)
13: O=C(CSc1nc(O)c(Cc2ccccc2)c(=O)[nH]1)c1ccccc1
14: CCc1ccc(-c2cc(C(=O)Nn3cnnc3)c3ccccc3n2)cc1
15: Cc1[nH]c2ccccc2c1C(=O)COC(=O)c1ccc2c(=O)n3c(nc2c1)CCC3
16: O=C(/C=C/c1ccco1)NCC1OCCc2ccccc21 (stereo not drawn)
screen / no.	9	10	11	12	13	14	15	16
S1P4 antagonist	-2	1	-21	-1	-8	3	-19	8
S1P4 ag	2.0	6.1	0.8	-0.2	1.3	0.1	1.3	-0.8
NPY2 pot ag	-4	-5	3	4	2	18	-12	19
eIF4E 4G PPI	0	-6	-11	2	-7	-4	-1	20
PERK inhibitor	0.5	0.6	0.9	0.6	-1.1	-0.1	1.0	1.9
MDM2 E3 inh	-5	2	-10	-7	-6	-9	·	13
Ba/F3 V617F tox	-4	0	3	-5	0	2	-3	-6
Wee1 degr inh	-2	-2	2	2	-3	-4	2	2
BaF3 parental	5	5	3	-5	-2	6	2	-4

17: Cc1cc(=S)c2cccc(C)c2[nH]1
18: COc1c(Cl)cc(Br)c(OC)c1C(=O)NC(=O)Nc1nc(C)cc(C)n1
19: COc1ccc(CCc2nnc(CCC(=O)NCCc3ncccc3C)o2)cc1
20: COc1ccc(F)cc1C(=O)C1CCCN(C(=O)Cc2c(C)noc2C)C1 (stereo not drawn)
21: COc1cc(NC(=O)CN(C)S(=O)(=O)c2ccc3c(c2)CCC(=O)N3)cc(OC)c1
22: Cc1cccc(-c2cc3nc4c(c(NCc5ccco5)n3n2)CCCC4)c1
23: CC(NC(=O)C1CCCN1S(=O)(=O)c1ccc2c(c1)n(C)c(=O)c(=O)n2C)c1ccccc1 (stereo not drawn)
24: O=C(Nc1nnc(CC(=O)N2CCOCC2)s1)C1COc2ccccc2O1 (stereo not drawn)
screen / no.	17	18	19	20	21	22	23	24
S1P4 antagonist	-13	4	-1	0	-7	-7	14	-6
S1P4 ag	0.3	-0.2	-0.9	-1.6	-2.5	0.6	-1.4	1.2
NPY2 pot ag	11	-8	10	-6	-1	-14	-2	-9
eIF4E 4G PPI	-4	2	-6	1	0	-5	2	-1
PERK inhibitor	0.5	0.5	1.5	2.0	-0.1	-0.1	1.5	0.0
MDM2 E3 inh	-11	-13	5	-3	-13	-17	-11	-21
Ba/F3 V617F tox	-2	0	-3	-3	2	0	-3	-2
Wee1 degr inh	-1	2	-1	7	-2	1	-1	-2
BaF3 parental	4	-2	6	0	10	1	1	1

25: Cc1occc1C(=O)NCCCc1ccccc1
26: O=C(NC(=S)Nc1ccc2c(c1)OCCO2)c1ccccc1
27: NC1=NC(=O)/C(=C/c2c(OS(=O)(=O)c3ccc(Cl)cc3)ccc3ccccc23)S1
28: COC(=O)C1=C(C)N(C(C)C)C(=O)C1(NC(C)=O)C(F)(F)F (stereo not drawn)
29: O=S(=O)(c1ccc(N2CCOCC2)cc1)N1CCOCC1
30: CCN(c1ccccc1)S(=O)(=O)c1ccc(OC)c(NC(=O)CNC)c1
31: CC(C)CSC1=NSC2=NC(=O)/C(=C\c3cccs3)C(=N)N12
32: Cc1ccc(S(=O)(=O)CC(CN2CCOCC2)N2CCOCC2)cc1 (stereo not drawn)
screen / no.	25	26	27	28	29	30	31	32
S1P4 antagonist	5	-6	7	-4	0	-8	-18	-3
S1P4 ag	0.2	1.2	-0.9	-0.7	0.9	0.7	3.0	1.6
NPY2 pot ag	-6	3	2	-5	-3	15	-3	-3
eIF4E 4G PPI	-4	3	0	3	1	3	1	-2
PERK inhibitor	-0.3	-1.6	0.5	0.3	0.3	1.3	-0.6	0.3
MDM2 E3 inh	8	-39	-13	-13	-19	-5	12	-7
Ba/F3 V617F tox	2	5	2	-1	-2	8	-1	2
Wee1 degr inh	1	-1	-1	3	-1	0	5	1
BaF3 parental	3	0	3	4	3	30*	3	10

Three entries picked at random from those above:
25: Cc1occc1C(=O)NCCCc1ccccc1
27: NC1=NC(=O)/C(=C/c2c(OS(=O)(=O)c3ccc(Cl)cc3)ccc3ccccc23)S1
31: CC(C)CSC1=NSC2=NC(=O)/C(=C\c3cccs3)C(=N)N12
screen / no.	25	27	31
S1P4 antagonist	5	7	-18
S1P4 ag	0.2	-0.9	3.0
NPY2 pot ag	-6	2	-3
eIF4E 4G PPI	-4	0	1
PERK inhibitor	-0.3	0.5	-0.6
MDM2 E3 inh	8	-13	12
Ba/F3 V617F tox	2	2	-1
Wee1 degr inh	1	-1	5
BaF3 parental	3	3	3

Additional results
33: COc1cccc2cc(C(=O)NCc3ccco3)c(=O)oc12
34: COc1ccccc1CNC(=O)c1c(O)c2cc(OC)c(OC)cc2[nH]c1=O
35: COc1ncnc2c1oc1nc(C(C)C)c3c(c12)CC(C)(C)OC3
36: CN1C2C=C3C(C#N)=C(N)C(C#N)(C#N)[C@@H](c4cccc(F)c4)[C@@H]3C1CC2 (stereo partly drawn)
37: CCOC(=O)c1ccc(CNC(=O)C(Cc2c[nH]c3ccccc23)NC(C)=O)o1 (stereo not drawn)
38: CCOC(=O)/C=C1\SCC(=O)N1CC(O)CN1C(=O)CS/C1=C\C(=O)OCC
39: C/C(CC(=O)Nc1cc(Cl)ccc1Cl)=N\NC(=O)c1ccco1
40: CNC(=O)CCC(=O)Nc1ccc(C(=O)OC)cc1
screen / no.	33	34	35	36	37	38	39	40
S1P4 antagonist	-17	-10	-14	-7	-18	-8	-2	6
S1P4 ag	0.9	1.8	0.1	-0.1	-2.7	-0.2	-2.0	0.5
NPY2 pot ag	4	3	-2	9	-6	-21	-14	-5
eIF4E 4G PPI	1	-29	3	-1	-2[fluorescence artefact?]	-1[fluorescence artefact?]	1	-1
PERK inhibitor	-0.1	1.2	2.3	0.4	0.0	0.6	0.4	0.6
MDM2 E3 inh	-44	-17	9	-10	-1	5	-30	-1
Ba/F3 V617F tox	3	-2	-3	-3	-1	7	4	-1
Wee1 degr inh	3	0	1	-2	-2	-2	-1	0
BaF3 parental	3	-1	3	0	3	9	5	0

41: COc1ccc(CNC(=O)C2CCCN(c3nccc(C)n3)C2)cc1 (stereo not drawn)
42: O=C(O)CC(c1ccccc1)c1ccccc1
43: CN(C)S(=O)(=O)c1ccc(Cl)c(NC(=O)COC(=O)C2CCCO2)c1 (stereo not drawn)
44: O=C(N/N=C/c1cccc(Cl)c1Cl)Nc1ccccc1
45: CCN(C(=O)CSc1nc2c(cnn2-c2ccccc2)c(=O)[nH]1)C1CCS(=O)(=O)C1 (stereo not drawn)
46: CC(C)=C1C2CCC1C1C(=O)N(NC(=O)COc3ccc(Cl)c(C)c3)C(=O)C21 (stereo not drawn)
47: O=C(NC1CCCCC1)c1ccc(Cn2cc(Br)cn2)o1
48: Cc1ccc(NC(=O)COC(=O)CCC(=O)c2cccs2)cc1
screen / no.	41	42	43	44	45	46	47	48
S1P4 antagonist	-21	10	6	0	-6	-10	5	14
S1P4 ag	2.4	-0.9	1.1	0.5	-0.5	0.4	-3.9	-1.2
NPY2 pot ag	-7	0	-7	-8	0	-9	-3	9
eIF4E 4G PPI	1	-2[fluorescence artefact?]	-11	1	2[fluorescence artefact?]	-5	8	-2
PERK inhibitor	-0.3	0.1	1.0	0.5	1.2	-1.5	-1.0	0.9
MDM2 E3 inh	·	-21	·	0	-2	-18	0	-14
Ba/F3 V617F tox	-3	-3	-1	4	-1	1	5	-1
Wee1 degr inh	2	-1	1	1	7	6	0	-1
BaF3 parental	-1	-3	-12	5	9	4	4	3

49: COc1ccc(N(C(=O)c2ccco2)S(=O)(=O)c2ccc(F)cc2)cc1
50: O=C(Nc1ccc(N2CCOCC2)cc1)Nc1ccc2nsnc2c1
51: N#Cc1ccc2ccn(CC(=O)NCc3ccccc3)c2c1
52: N#Cc1ccc(C(=O)OCC(=O)Nc2ccc(N3CCOCC3)cc2)cc1
53: O=C(Oc1ccccc1)c1cccc2cccnc12
54: CCn1c(SCC(=O)c2ccccc2)nc2c(c1=O)SC(C)C2 (stereo not drawn)
55: C=CCSc1nc(-c2ccc(OC)cc2)c(C#N)c(=O)n1CC=C
56: COc1ccc(C(=O)N2CCN(Cc3cc(OC)c(O)c(OC)c3)CC2)cc1OC
screen / no.	49	50	51	52	53	54	55	56
S1P4 antagonist	-13	-10	3	-17	1	-11	14	-12
S1P4 ag	0.3	2.4	-0.5	1.7	-2.2	0.7	1.1	-0.4
NPY2 pot ag	-7	-8	-4	0	-18	-9	-31	12
eIF4E 4G PPI	-2	13	-10	2	5	-10	89*	-3[fluorescence artefact?]
PERK inhibitor	0.8	-0.7	0.2	-0.3	0.7	-0.8	0.2	1.2
MDM2 E3 inh	-2	3	6	-16	-8	-4	4	-15
Ba/F3 V617F tox	2	4	4	2	5	3	-1	-3
Wee1 degr inh	-1	-3	-4	2	0	-1	1	-3
BaF3 parental	1	10	9	3	6	10	0	4

Filtered by structure, those above with bromine
18: COc1c(Cl)cc(Br)c(OC)c1C(=O)NC(=O)Nc1nc(C)cc(C)n1
47: O=C(NC1CCCCC1)c1ccc(Cn2cc(Br)cn2)o1
screen / no.	18	47
S1P4 antagonist	4	5
S1P4 ag	-0.2	-3.9
NPY2 pot ag	-8	-3
eIF4E 4G PPI	2	8
PERK inhibitor	0.5	-1.0
MDM2 E3 inh	-13	0
Ba/F3 V617F tox	0	5
Wee1 degr inh	2	0
BaF3 parental	-2	4

Assay outcomes deposited in PubChem by several laboratories.

No enrichment for hits; overall some 4.1% were active at least once.
